# RORA act: activates the human nuclear receptor RORA; P35398; CHO-K1 Gal4-RORA LBD luciferase reporter, luminescence; percent increase over mock-subtracted basal signal; activation, % at 10 µM; actives 1.5% (n = 65,000);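 active = activation above the mean of all tested compounds plus 3 SD, cut at about 49% in these data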;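 note: 0% = DMSO-treated RORA cells and 100% = added signal equal to DMSO minus mock-transfected cells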
# Target sequence (P35398 whole entry, looked up, the tested form may be a part): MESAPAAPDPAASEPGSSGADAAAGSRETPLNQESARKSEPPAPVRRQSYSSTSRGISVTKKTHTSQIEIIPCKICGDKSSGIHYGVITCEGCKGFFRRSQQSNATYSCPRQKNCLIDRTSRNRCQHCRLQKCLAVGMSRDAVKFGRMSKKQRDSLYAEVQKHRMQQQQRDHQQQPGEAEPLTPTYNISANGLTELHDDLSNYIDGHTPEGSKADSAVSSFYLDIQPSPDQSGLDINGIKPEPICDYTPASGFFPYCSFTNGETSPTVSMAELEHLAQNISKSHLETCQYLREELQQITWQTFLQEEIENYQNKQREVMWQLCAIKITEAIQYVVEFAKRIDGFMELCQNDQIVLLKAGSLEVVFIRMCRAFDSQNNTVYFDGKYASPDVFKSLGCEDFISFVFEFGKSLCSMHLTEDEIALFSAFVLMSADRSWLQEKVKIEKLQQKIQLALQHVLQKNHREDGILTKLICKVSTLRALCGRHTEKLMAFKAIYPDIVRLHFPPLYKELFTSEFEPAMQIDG
# CatB mix inh: human cathepsin B inhibition by mixtures. actives 0.06% (n = 62,000). inhibition, %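 (ten-compound pools at 5 µM per compound and 50 µM total)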. Purified cathepsin B, AMC dipeptide fluorescence, compound mixtures. P07858; in the data active = inhibition above about 22%, passing the limit was not always enough;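 note: 0% = enzyme without compound and 100% = no enzyme blank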
# PKA inh: blocks human protein kinase A activity; P17612; PKA Kemptide phosphorylation, Kinase-Glo ATP luminescence; inhibition, % at 6 µM; actives 0.1% (n = 65,000); AID 524;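 active = inhibition above the screen-wide mean inhibition plus 3 SD, cut at about 21% in these data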; note: many of its hits are not listed in these tables
# E coli RNAP: blocks E. coli RNA polymerase transcription. inhibition, %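 (tested at 10 µM)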. actives 0.2% (n = 62,000). fluorescence transcription assay. AID 559. P0A8V2; in the data active = inhibition above about 20%;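 note: 0% = enzyme without compound and 100% = no enzyme blank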
# CatB inh: blocks human cathepsin B protease activity | inhibition, %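 (tested at 10 µM)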 | AID 453 | P07858 | purified cathepsin B, fluorogenic substrate, fluorescence | actives 0.1% (n = 63,000); in the data active = inhibition above about 21%;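 note: 0% = enzyme with no compound and 100% = no enzyme blank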
# ROCK2 inh: blocks human Rho kinase 2 activity | O75116 | purified ROCK2, Kinase-Glo ATP depletion luminescence | inhibition, % at 6 µM | actives 0.35% (n = 60,000) | AID 604;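 active = inhibition above the screen-wide mean inhibition plus 3 SD, cut at about 18% in these data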;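 note: plate controls were DMSO wells for no effect and Y-27632 control wells after no-enzyme background subtraction for full effect; many of its hits are not listed in these tables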
# AP ELISA ortho: alternative pathway complement inhibition, orthogonal assay; actives 0.08% (n = 62,000); inhibition, % at 5 µM; AID 1235; Human serum alternative complement pathway, LPS-coated ELISA, C3 deposition; tested in compound mixtures;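 active = inhibition above 30% in each of the two pooled mixtures holding the compound, so the lower value exceeds 30%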;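 note: 0% = serum in Mg-EGTA without compound and 100% = EDTA serum blank; some compounds past the cut are filed as inactive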
#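 Test system: human serum alternative complement pathway, C3 deposition on LPS-coated wells; also added: Plate-bound LPS; doses: 5 µM per compound in ten-compound mixtures; schedule: 1 h at 37 °C; detection: Anti-C3 ELISA, OD 450 nm; evaluation: percent inhibition of C3 deposition onto LPS; repeats: two pool placements per compound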
# JNK3 inh: inhibitors of human JNK3 kinase. purified JNK3 kinase activity, HTS. inhibition, % at 8 µM. P53779. actives 0.61% (n = 60,000). AID 746; in the data active = inhibition above about 17%;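 note: 0% = DMSO and 100% = reference inhibitor; many of its hits are not listed in these tables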
# CatS block: blocks human cathepsin S protease activity | P25774 | inhibition, %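 (tested at 5 µM per compound within 10-compound mixtures)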 | recombinant cathepsin S, AMC dipeptide fluorescence, pooled mixtures | actives 0.06% (n = 62,000); in the data active = inhibition above about 32%, passing the limit was not always enough;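 note: 0% = enzyme without compound and 100% = blank without enzyme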
# Numbers without * were called inactive; . = not tested or not shown. An excerpt, so the mix of outcomes need not match the whole.
[1] Cc1cccc(C)c1NC(=O)C1CCCCN1C (configuration not stated)
[2] Cn1c(=O)c2c(ncn2CCO)n(C)c1=O
[3] CCn1cc(C(=O)O)c(=O)c2cc(F)c(N3CCNCC3)nc21
[4] CCCCC1C(=O)N(c2ccccc2)N(c2ccccc2)C1=O
[5] C[C@@H]1C[C@H]2[C@@H]3C[C@H](F)C4=CC(=O)C=C[C@]4(C)[C@@]3(F)[C@@H](O)C[C@]2(C)[C@@]1(O)C(=O)COC(=O)C(C)(C)C
[6] CN(C)CCOc1ccccc1Cc1ccccc1
[7] CCCCOc1ccc(CC(=O)NO)cc1
assay / entry	1	2	3	4	5	6	7
RORA act	-20	-9	-2	-18	-5	-2	2
CatB mix inh	-10	3	5	4	3	-2	6
PKA inh	-5	-7	-14	-3	-17	-8	-7
E coli RNAP	11	10	3	6	9	0	7
CatB inh	2	1	.	0	.	-2	.
ROCK2 inh	2	-2	-6	-2	-15	-9	-6
AP ELISA ortho	-3	4	9	8	2	11	-1
JNK3 inh	0	8	3	-3	-2	2	-4
CatS block	4	5	-1	-4	14	-6	14

# 2 of the compounds above, field by field:
1. Cc1cccc(C)c1NC(=O)C1CCCCN1C (configuration not stated)
  RORA act: -20
  CatB mix inh: -10
  PKA inh: -5
  E coli RNAP: 11
  CatB inh: 2
  ROCK2 inh: 2
  AP ELISA ortho: -3
  JNK3 inh: 0
  CatS block: 4
2. Cn1c(=O)c2c(ncn2CCO)n(C)c1=O
  RORA act: -9
  CatB mix inh: 3
  PKA inh: -7
  E coli RNAP: 10
  CatB inh: 1
  ROCK2 inh: -2
  AP ELISA ortho: 4
  JNK3 inh: 8
  CatS block: 5

# Complete entries, looked up by structure. Order of values: RORA act, CatB mix inh, PKA inh, E coli RNAP, CatB inh, ROCK2 inh, AP ELISA ortho, JNK3 inh, CatS block
# Profile of CCCCC1C(=O)N(c2ccccc2)N(c2ccccc2)C1=O : -18, 4, -3, 6, 0, -2, 8, -3, -4
# Profile of Cc1cccc(C)c1NC(=O)C1CCCCN1C (configuration not stated) : -20, -10, -5, 11, 2, 2, -3, 0, 4
# Profile of Cn1c(=O)c2c(ncn2CCO)n(C)c1=O : -9, 3, -7, 10, 1, -2, 4, 8, 5

# High-throughput results as filed in PubChem.
